# From PubChem
# HIV fusion peptide: inhibitors of HIV fusion peptide binding, primary screen, biochemical, uHTS, fluorescence dequenching (AID 1986); inhibition, % at 20 µM, or IC50 in µM where a hit was titrated; hit rate 0.3% among 290,000; cell-free peptide binding, fluorescence dequenching, 30 min; higher % means a stronger effect; in the data active = inhibition mostly above about 52%, no sharp cut-off; inactive = mostly below about 76%; note: some results filed as inactive read as strong as hits
# KOR beta-arrestin-1: KOR agonists, beta-arrestin recruitment, primary screen, cell-based, luminescence, uHTS (AID 1777); activation, % at 10 µM; hits with a dose series show EC50 in µM; hit rate 0.02% among 280,000; KOR beta-arrestin recruitment, luminescence; higher % means a stronger effect; Kappa-type opioid receptor (Homo sapiens); in the data active = activation above about 50%, passing the limit was not always enough; note: a part of the inactive calls stands beside numbers as strong as those of hits
# GPR55 beta-arrestin: GPR55 agonists via beta-arrestin recruitment, primary screen, imaging, U2OS cells, beta-arrestin-GFP redistribution (AID 1961) | G-protein coupled receptor 55 (Homo sapiens) | U2OS GPR55 beta-arrestin-GFP redistribution imaging; higher % means a stronger effect | one-dose activation, % at 10 µM; EC50 in µM for titrated hits | hit rate 0.048% among 290,000;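 active = activation above 40% with more than 50 cells counted in the well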;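 note: U2OS osteosarcoma cells stably expressing GPR55 and beta-arrestin-GFP; plate controls were DMSO negative control for no effect and LPI positive control for full effect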
# AID2073: inhibitors of Mint1-CaV2.2 protein interaction, biochemical, HTRF (AID 2073); Voltage-dependent N-type calcium channel subunit alpha-1B (Homo sapiens); HTRF protein-protein interaction, Mint1-CaV2.2; higher % means a stronger effect; one-dose inhibition, % at 20 µM; IC50 in µM for titrated hits; hit rate 0.19% among 290,000; in the data active = inhibition mostly above about 51%, no sharp cut-off; note: some results filed as inactive read as strong as hits
# GPR35 antagonists: GPR35 antagonists blocking zaprinast-driven arrestin recruitment, primary screen, imaging, U2OS, beta-arrestin-GFP, zaprinast agonist (AID 2058). one-dose inhibition, % at 10 µM; IC50 in µM for titrated hits. U2OS GPR35 beta-arrestin-GFP translocation imaging, zaprinast antagonism; higher % means a stronger effect. G-protein coupled receptor 35 (Homo sapiens). hit rate 0.052% among 290,000;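 active = inhibition of at least 50% with at least 30 cells and total cytoplasm GFP at most 10,000,000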
# NOD1 inhibition: NOD1 signaling inhibitors, primary screen, cell-based, luminescence, uHTS (AID 1578). NOD1-driven NF-kB luciferase reporter cells, luminescence; higher % means a stronger effect. inhibition, % at 4 µM; hits with a dose series show EC50 in µM. hit rate 1% among 290,000; in the data active = inhibition mostly above about 36%, no sharp cut-off; inactive = mostly below about 34%;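 note: HEK-293T reporter cells stimulated with the NOD1 agonist gamma-tri-DAP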
# GPR55 LPI antagonism: GPR55 antagonists blocking LPI-driven arrestin recruitment, primary screen, imaging, U2OS, beta-arrestin-GFP, LPI agonist (AID 2013). G-protein coupled receptor 55 (Homo sapiens). inhibition, % at 10 µM; hits with a dose series show IC50 in µM. hit rate 0.13% among 290,000. U2OS GPR55 beta-arrestin-GFP translocation imaging, LPI antagonism; higher % means a stronger effect;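 active = spots per cell inhibited over 60%, with over 100 cells counted and total cytoplasm intensity under 500,000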;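 note: U2OS cells stably carrying GPR55 and arrestin-GFP stimulated by 5 µM LPI near EC80; imaged beta-arrestin-GFP aggregate spots per cell after agonist stimulation; plate controls were LPI-stimulated DMSO wells for no effect and DMSO wells without LPI for full effect; some results filed as inactive read as strong as hits; confirmed hits need IC50 under 10 µM and bright autofluorescent wells are also inconclusive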
# KOR beta-arrestin-2: KOR antagonists, beta-arrestin recruitment, cell-based, luminescence, uHTS (AID 1778). inhibition, % at 10 µM; hits with a dose series show IC50 in µM. hit rate 0.091% among 290,000. KOR beta-arrestin recruitment, luminescence, antagonist mode; higher % means a stronger effect; in the data active = inhibition above about 50%; note: strong numbers were not always called active
# SIAH1 antagonists: Siah-1 peptide-binding antagonists, primary screen, biochemical, fluorescence polarization, rhodamine-plectin, uHTS (AID 1817); hit rate 0.02% among 290,000; E3 ubiquitin-protein ligase SIAH1 (Homo sapiens); Siah-1 / rhodamine-plectin peptide fluorescence polarization; higher % means a stronger effect; displacement, % at 20 µM, or IC50 in µM where a hit was titrated;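 active = displacement of at least 50% at 20 µM, with a fluorescence ratio check between 0.3 and a set limit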;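 note: plate controls were Siah plus tracer with DMSO for no effect and tracer alone without Siah for full effect; strong numbers were not always called active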
# * = called active by the depositor; nt = no result given; [ ] = dose if it differs, or a comment. Only part of the results is shown (hit frequency here may not be typical).
HIV fusion peptide	KOR beta-arrestin-1	GPR55 beta-arrestin	AID2073	GPR35 antagonists	NOD1 inhibition	GPR55 LPI antagonism	KOR beta-arrestin-2	SIAH1 antagonists	Molecule
3.2%	nt	-0.1%	-1.7%	9.7%	-30.5%	-1.0%	-18.2%[20 µM]	0.8%	COc1ccc(CN2CCNC(=O)C2CC(=O)NCCSc2nccn2C)cc1OC (configuration not stated)
-4.2%	-2.1%	-0.1%	-7.3%	6.2%	-6.9%	-14.9%	-59.9%	-2.3%	COc1ccc(Nc2nc(N)c(C(=O)c3ccc(OC)cc3)s2)cc1
-2.1%	3.9%	-0.1%	-4.2%	38.3%	21.4%	-7.5%	-37.6%	-1.7%	CCn1c2ccccc2c2cc(CN3CCN(C(=O)c4ccco4)CC3)ccc21
4.1%	2.2%	-0.1%	7.9%	-4.4%	-14.2%	9.3%	4.8%	8.0%	Cc1ccc(S(=O)(=O)Cc2ccc(C(=O)N3CCc4ccccc4C3)o2)cc1
0.0%	3.9%	-0.4%	-1.3%	-13.6%	-12.4%	1.8%	-11.6%	12.9%	CC(C)CC(NC(N)=O)C(=O)NCc1ccc(Cl)cc1 (configuration not stated)
11.4%	3.2%	0.0%	-20.9%	-9.3%	-11.7%	14.9%	7.6%	6.0%	Oc1c(C=C2N=c3ccccc3=N2)sc(=S)n1-c1ccc2ccccc2c1
0.6%	3.9%	0.4%	1.1%	11.1%	-17.6%	2.1%	1.2%	14.7%	COc1ccc(/C=N/NC(=O)CCc2nc3ccccc3[nH]2)cc1
-1.6%	3.7%	-0.2%	-5.7%	5.3%	-6.0%	8.9%	-13.6%	1.6%	c1ccc(Sc2ncnc3c2oc2ccccc23)cc1
0.9%	-3.6%	0.2%	3.3%	-12.5%	-39.4%	4.2%	-35.9%	-1.7%	Cc1cc(=O)oc2c(C)c(OCC(=O)Nc3cccnc3)ccc12
-0.5%	-2.3%	0.9%	1.3%	-2.0%	6.5%	-0.5%	3.6%	2.0%	Nc1c(Cl)c(Cl)nc(C(=O)N/N=C/c2cccnc2)c1Cl
-1.1%	-3.8%	-0.2%	-3.8%	-11.4%	-5.8%	11.7%	22.9%	3.9%	Nc1ccccc1OCCOCCOCCOc1ccccc1N
-0.4%	4.3%	0.5%	11.1%	-3.9%	-22.9%	-4.4%	-28.1%	-0.1%	CCOc1ccccc1CN1C(=O)NC2(CCCCCC2)C1=O
-0.2%	0.1%	0.6%	2.0%	18.6%	-21.6%	-5.5%	17.6%	-3.8%	CC1=C(C(=O)OCC(Cl)(Cl)Cl)N2C(=O)C(NC(=O)Cc3ccccc3)C2SC1 (configuration not stated)
-2.1%	0.6%	0.1%	-7.3%	3.7%	-30.9%	4.4%	-51.9%	0.6%	C[N+]1(CCCOC(=O)C2(c3ccccc3)CCCC2)CCOCC1
-2.6%	2.1%	0.0%	29.1%	9.7%	13.4%	7.0%	12.5%	-7.3%	CC(NC(=O)CCSc1nc(-c2ccc3c(c2)OCO3)cc(C(F)(F)F)n1)c1ccccc1 (configuration not stated)
0.1%	-4.1%	0.6%	-0.4%	-1.2%	-6.7%	14.3%	1.2%	1.2%	Cc1cc(=O)c(C(=O)O)cn1Nc1ccc(F)cc1
-2.7%	3.7%	-0.1%	9.6%	-12.2%	-5.1%	2.4%	nt	-6.6%	O=C(C1CCN(c2ncnc3c2sc2cccc(F)c23)CC1)N1CCCC1
0.7%	-6.8%	-0.4%	6.5%	1.7%	-26.6%	14.8%	5.5%	-2.9%	CN(C)/C=C1\SC(=S)N(N2C(=O)C3C4C=CC(C4)C3C2=O)C1=O (configuration not stated)
-0.3%	4.0%	-0.2%	-12.0%	8.3%	-24.5%	29.6%	0.7%	-7.4%	COC(=O)C1=C(C)NC(C)=C(C(=O)OC)C1C1CC=CCC1 (configuration not stated)
-1.5%	-1.3%	0.0%	8.5%	6.0%	-22.4%	2.6%	-8.4%	5.0%	CCCNC(=O)C1Cc2cc(S(=O)(=O)N3CCCC3)ccc2N1C(C)=O (configuration not stated)
1.0%	3.7%	-0.3%	-0.1%	-13.0%	-33.8%	-2.3%	-6.6%	-1.9%	CN(C)c1cccc(C(=O)OCC(=O)NCC2CCCO2)c1 (configuration not stated)
-0.1%	-6.3%	-0.1%	0.7%	1.0%	-5.2%	9.8%	17.2%	-1.2%	Cc1ccc(N(C)C(=O)N2CCN(S(=O)(=O)c3ccc(C)c(C)c3)CC2)cc1
2.5%	4.6%	-0.3%	14.4%	-6.2%	-23.5%	6.5%	21.7%	10.4%	O=C(O)C1CSC2(CCN(Cc3ccccc3)CC2)N1 (configuration not stated)
-0.5%	0.1%	-0.1%	7.5%	0.4%	-1.3%	-0.9%	-28.3%	-6.5%	Cc1cccc(C(C(=O)NC2CCCCC2)N(C(=O)c2csnn2)C2CC2)c1 (configuration not stated)

# 2 entries picked at random from the list so far:
HIV fusion peptide	KOR beta-arrestin-1	GPR55 beta-arrestin	AID2073	GPR35 antagonists	NOD1 inhibition	GPR55 LPI antagonism	KOR beta-arrestin-2	SIAH1 antagonists	Molecule
-2.7%	3.7%	-0.1%	9.6%	-12.2%	-5.1%	2.4%	nt	-6.6%	O=C(C1CCN(c2ncnc3c2sc2cccc(F)c23)CC1)N1CCCC1
-0.3%	4.0%	-0.2%	-12.0%	8.3%	-24.5%	29.6%	0.7%	-7.4%	COC(=O)C1=C(C)NC(C)=C(C(=O)OC)C1C1CC=CCC1 (configuration not stated)

# More compounds follow.
HIV fusion peptide	KOR beta-arrestin-1	GPR55 beta-arrestin	AID2073	GPR35 antagonists	NOD1 inhibition	GPR55 LPI antagonism	KOR beta-arrestin-2	SIAH1 antagonists	Molecule
16.3%	4.0%	-0.1%	12.0%	-0.1%	-41.7%	3.0%	1.7%	1.4%	CCOc1ccc(/C(O)=C2/C(=O)C(=O)N(CCOCCO)C2c2ccccc2)cc1 (configuration not stated)
-1.1%	-0.6%	-0.2%	-9.1%	6.8%	nt	8.3%	11.5%	2.6%	CC(NC(=O)Nc1ccc2c(c1)OCO2)C1CCCO1 (configuration not stated)
0.3%	3.4%	-0.2%	-6.8%	-9.1%	-20.2%	-13.3%	1.4%	3.6%	Cc1ccc(C(=O)CSc2nnc(CNc3ccc(C)cc3C)o2)cc1
-1.1%	-4.5%	-0.1%	3.9%	7.6%	16.3%	3.9%	1.8%	-6.2%	CCOCCOC(=O)c1[nH]c2c(c1C)C(=O)CC(c1ccc(OC)c(OC)c1)C2 (configuration not stated)
-2.2%	3.3%	0.1%	-15.9%	-9.0%	-20.6%	11.0%	5.1%	-0.5%	CCn1c(C)[n+](Cc2ccccc2)c2ccc(Cl)cc21
0.5%	4.1%	0.0%	-2.5%	-6.0%	26.5%	20.9%	-26.8%	0.4%	Cc1cccc(OCC(=O)Nc2nc3ccc([N+](=O)[O-])cc3s2)c1C
5.9%	-1.2%	0.1%	0.9%	2.5%	-26.1%	0.8%	-0.2%	1.1%	COc1nccnc1NS(=O)(=O)c1ccc(N/C=C2\CCCCC2=O)cc1
-0.3%	4.9%	0.6%	-1.9%	0.8%	10.6%	7.9%	-10.5%	7.3%	CC(C)CNC(=S)NC1CC2CCCC(C1)N2C1CCCCC1 (configuration not stated)
-2.4%	5.8%	-0.1%	-5.0%	-3.6%	-10.3%	5.3%	12.9%	2.0%	CCN(CC)C(=O)C1CCCN(c2ncnc3c2cnn3-c2cccc(C)c2)C1 (configuration not stated)
0.5%	-2.3%	0.0%	7.9%	-9.6%	0.8%	6.5%	6.3%	-1.4%	N#CC1=C(C=Nc2ccccc2O)CCC1
-4.2%	-5.0%	-0.4%	18.1%	10.6%	36.4%	4.5%	-22.1%	-2.8%	CCOc1ccc(CCNC(=O)Cn2cccc2C(=O)c2ccccc2)cc1OCC
-1.7%	2.3%	0.1%	-10.0%	12.6%	-33.1%	2.5%	-13.6%	0.7%	COc1ccccc1Nc1nc2c(s1)CCC2
0.2%	-8.7%	0.1%	-6.9%	-10.5%	-8.9%	-16.0%	9.9%	4.2%	CCOC(=O)C(C)n1cnc2sc(C)c(C)c2c1=O (configuration not stated)
2.1%	-3.0%	-0.1%	19.0%	-8.3%	19.2%	-0.4%	0.2%	0.9%	N#Cc1cc2sc3nc4ccccc4n3c2cc1C#N
-1.3%	-5.1%	-0.2%	91.4%*	9.8%	-8.8%	-0.3%	-13.6%	6.5%	COc1ccc(N2CSC3=C(C#N)C(c4ccc(OC)c(OC)c4)CC(=O)N3C2)c(OC)c1 (configuration not stated)
-1.7%	-0.9%	0.0%	16.4%	-7.9%	-5.8%	2.5%	-3.1%	2.0%	NC(=O)Cn1ccc(O)c(Cc2ccc(Cl)cc2Cl)c1=O
2.1%	-1.5%	0.0%	-2.1%	0.3%	3.3%	3.9%	-13.5%	6.4%	COc1cccc(C(=O)N2CCN(C3CCN(Cc4ccccc4)CC3)CC2)c1
0.2%	2.6%	-0.2%	9.9%	6.4%	-1.6%	5.5%	-37.9%	-8.3%	Cc1ccccc1-c1nnc(CS(=O)(=O)c2ccccc2)o1
-1.0%	-3.0%	0.5%	44.7%	-14.9%	56.6%*	1.7%	-0.4%	1.7%	NS(=O)(=O)c1ccc(NC(=S)Nc2ccn(Cc3cccc4ccccc34)n2)cc1
-2.5%	4.9%	0.0%	18.9%	2.6%	69.0%*	4.7%	2.6%	11.9%	Cc1nc2c(ccc3nc(NC(=O)C4CC4)sc32)s1
-0.7%	1.1%	-0.1%	-2.1%	-16.6%	6.1%	-20.1%	12.5%	-2.2%	Cc1cc(C)cc(OCC(=O)NC2CCCc3ccccc32)c1 (configuration not stated)
0.7%	0.3%	0.3%	-0.7%	-6.9%	-3.8%	2.0%	10.6%	-0.5%	CNC(=O)c1cccc(NC(=O)C(C)c2ccc3cc(OC)ccc3c2)c1 (configuration not stated)
5.7%	0.0%	0.2%	21.7%	-1.9%	45.1%	0.3%	10.5%	2.0%	O=S1(=O)C=C(SCc2ccc(Cl)c(Cl)c2)Nc2ccccc21
0.4%	-2.3%	-0.4%	-4.9%	-2.5%	-41.4%	-1.3%	23.8%	0.5%	COc1ccc(CCNC(=O)COC(=O)c2cc(OC)c(OC)cc2OC)cc1OC
-1.4%	2.1%	-0.3%	-0.3%	-17.2%	-24.0%	11.6%	-21.1%	-4.8%	Cc1ccc(C(=O)Oc2cccc(NC(=O)c3ccccc3)c2)cc1C
0.6%	-4.4%	0.1%	-17.6%	-7.6%	-37.3%	8.5%	14.5%	10.4%	O=C(c1cccc(S(=O)(=O)N2CCc3ccccc3C2)c1)N1CCN(c2ccc(O)cc2)CC1
-2.4%	-2.6%	0.2%	4.2%	2.8%	-27.1%	15.8%	-7.5%	1.6%	C[C@@H](C(=O)Nc1ccc2ccccc2c1)[C@H]1C[C@]1(C)[C@H](NS(=O)(=O)c1ccccc1)c1ccccc1
